GPR7 antagonist: antagonists of human GPR7 (neuropeptides B/W receptor 1) | hit rate 1.1% among 290,000 | GPR7-expressing cells, fluorescence antagonist assay | inhibition, % at 4.4 µM | P48145; in the data active = inhibition above about 16%, passing the limit was not always enough;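 also: cells stimulated with the agonist NPW; 0% = agonist with vehicle and 100% = vehicle without agonist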
CHO-K1 Ca ag: M1 agonist counterscreen hit in parental CHO-K1 cells; Fluo-8 calcium fluorescence; scaled to maximal ATP response, vehicle zero; activation, % at 3 µM; hit rate 0.48% among 360,000; AID 602248; in the data active = activation above about 15%;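 also: untransfected CHO-K1 host cells lacking M1 receptor as counterscreen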
CHO-K1 Ca antag: counter-screen for M1 antagonists: effect in parental CHO-K1 cells | inhibition, % at 3 µM | hit rate 0.6% among 360,000 | ATP-induced calcium, Fluo-8 fluorescence | AID 602250;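 active = inhibition above a per-plate cutoff, the plate's mean sample inhibition plus 3 SD, cut at about 24% in these data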;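 also: 0% = DMSO plus EC80 ATP and 100% = DMSO alone without ATP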
CHO-K1 Ca PAM: counter-screen for M1 PAMs: effect in parental CHO-K1 cells. ATP EC20, Fluo-8 calcium fluorescence; 0% at ATP EC20, 100% at ATP max. hit rate 0.02% among 360,000. activation, % at 3 µM;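 active = activation above the run cutoff, the mean activation of all test compounds plus 3 SD, cut at about 40% in these data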;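 also: peak over basal fluorescence ratio in a 140 s read after ATP addition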
V1aR counter: counter-screen for oxytocin receptor agonists: human V1a receptor agonists; P37288; CHO-V1R cells, Fluo-8 calcium fluorescence, agonist mode; 0% DMSO, 100% 3 nM vasopressin; activation, % at 3 µM; hit rate 0.25% among 320,000; AID 2797;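 active = activation above the mean activation of all tested compounds plus 3 SD, per screening run, cut at about 20% in these data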;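 also: signal is peak over basal fluorescence ratio across a 100 second FLIPR read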
Target sequence (P37288 whole entry, looked up): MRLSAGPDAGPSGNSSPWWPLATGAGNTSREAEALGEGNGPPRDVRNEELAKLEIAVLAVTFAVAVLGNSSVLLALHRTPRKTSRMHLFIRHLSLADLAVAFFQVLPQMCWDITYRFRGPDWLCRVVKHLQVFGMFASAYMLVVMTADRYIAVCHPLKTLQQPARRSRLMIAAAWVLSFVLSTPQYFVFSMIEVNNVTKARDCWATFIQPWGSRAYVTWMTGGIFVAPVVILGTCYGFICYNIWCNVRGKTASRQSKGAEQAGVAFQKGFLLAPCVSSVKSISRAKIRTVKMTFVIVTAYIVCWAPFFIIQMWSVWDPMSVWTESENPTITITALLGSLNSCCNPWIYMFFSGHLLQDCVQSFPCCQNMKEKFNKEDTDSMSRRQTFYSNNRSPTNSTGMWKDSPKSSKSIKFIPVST
OXTR ag: activates the human oxytocin receptor; activation, % at 3 µM; CHO-OTR cells, Fluo-8 calcium fluorescence; normalized: DMSO 0%, oxytocin 100%; hit rate 0.32% among 320,000; P30559;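 active = activation above the mean of all tested compounds plus 3 SD, cutoff set per screening run, cut at about 20% in these data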;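 also: peak over basal fluorescence ratio from a 100 s FLIPR kinetic read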
TAAR1 antag: human TAAR1 antagonism; hit rate 1.5% among 360,000; CHO RD-HGA16 TAAR1, Fluo-8 calcium fluorescence, antagonist; Q96RJ0; inhibition, % at 3 µM;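 active = inhibition above a per-plate cutoff, the mean inhibition of test compounds on that plate plus 3 SD, cut at about 49% in these data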;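 also: 0% = DMSO plus EC80 beta-PEA response and 100% = DMSO alone without agonist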
Target sequence (Q96RJ0 whole entry, looked up): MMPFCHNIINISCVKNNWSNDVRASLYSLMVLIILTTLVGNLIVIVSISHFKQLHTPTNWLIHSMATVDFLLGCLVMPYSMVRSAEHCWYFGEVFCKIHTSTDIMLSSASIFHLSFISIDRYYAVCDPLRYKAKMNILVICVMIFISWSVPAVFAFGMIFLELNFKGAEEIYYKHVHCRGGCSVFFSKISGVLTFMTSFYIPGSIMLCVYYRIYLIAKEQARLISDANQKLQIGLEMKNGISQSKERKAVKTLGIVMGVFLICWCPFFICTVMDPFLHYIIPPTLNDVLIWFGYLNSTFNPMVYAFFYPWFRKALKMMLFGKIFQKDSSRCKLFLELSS
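Test system: RD-HGA16 CHO cells with stable hTAAR1 and Gα16 / Probe or stimulus: EC80 β-phenethylamine stimulus / Times: seeding 17-24 h prior, 75-min 37 °C, 30-min RT dye loading / Detection: Fluo-8 calcium-sensitive fluorescence / Read-out basis: % inhibition scaled between DMSO and EC80 PEA controls / Repeats: singlicate, one well per test compound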
CHO parental Ca: counter-screen for OX1R antagonists: effect in parental CHO cells. hit rate 0.63% among 330,000. parental CHO-K1, ATP-induced calcium, Fluo-8 fluorescence. inhibition, % at 5.6 µM;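 active = inhibition above that plate's mean sample inhibition plus 3 SD, cut at about 26% in these data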;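 also: 0% = ATP-challenged DMSO wells and 100% = DMSO wells without ATP; some compounds past the cut are filed as inactive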
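Test system: untransfected parental CHO cell line. Compound: one dose, 5.6 µM nominal. Detection: intracellular calcium via Fluo-8 no-wash fluorescent dye. Measure: % inhibition. Benchmarks: ATP-challenged DMSO wells low, unchallenged DMSO wells high.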
OXTR potentiator: potentiators of human oxytocin receptor; P30559; CHO-OTR cells, Fluo-8 calcium fluorescence, potentiator mode; 0% = oxytocin EC15, 100% = EC100; activation, % at 3 µM; hit rate 0.061% among 320,000;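 active = activation above that plate's cutoff, the mean activation of tested compounds plus 3 SD, cut at about 6.6% in these data, passing the limit was not always enough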;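 also: 100% uses oxytocin at 75 nM as the full agonist control; some results filed as inactive read as strong as hits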
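System: human OTR in CHO cells / Also added: sub-maximal oxytocin, roughly EC15 / Control set: EC15 oxytocin low, 75 nM oxytocin high / Schedule: 6 min compound pre-incubation at room temperature, 100 s kinetic read / Compound: single-point 3.0 µM / Replication: singlicate / Technique: Fluo-8 calcium dye fluorescence / Read-out basis: % activation of max/min ratio relative to oxytocin controls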
The depositor's hits bear a star; . = not tested or not shown.

Values run as follows: TAAR1 antag, CHO parental Ca, CHO-K1 Ca ag, OXTR potentiator, V1aR counter, CHO-K1 Ca antag, OXTR ag, GPR7 antagonist, CHO-K1 Ca PAM
> CCOC(=O)Cn1c(N2CCOCC2)nc2c1c(=O)[nH]c(=O)n2C
 : -32, -6, 0.9, -1, 0.4, -19, -0.7, 6, 19
> O=C1c2ccccc2C(=O)C1c1nccc2ccccc12
 : -9, -7, 0.2, -11, -0.2, 13, -0.1, -2, -1
> CN1CCN(c2ccc([N+](=O)[O-])cc2C(=O)c2ccc(Br)cc2)CC1
 : -17, -16, 0.7, -4, 0.3, -8, 3.5, 4, 19
> CC1CCN(S(=O)(=O)c2ccc3c(c2)c(=O)c(C(=O)NCc2cccs2)cn3C)CC1
 : 5, -5, -0.1, -3, 1.1, 11, -0.6, 5, 0
> COc1ccc(CC(=O)NC(C)C2COc3ccccc3O2)cc1OC (stereo not drawn)
 : 1, -13, 0.9, -21, 1.1, -17, 0.9, -4, 9
> O=C(CSc1ccccc1C(=O)O)NC12CC3CC(CC(C3)C1)C2
 : -27, 0, 0.4, 3, 0.5, -19, 0.8, -9, 16
> O=C(CCc1c[nH]c2ccccc12)N1CCN(c2ccc(O)cc2)CC1
 : 12, -7, 3.5, -7, 10, 13, 2.3, 5, -2
> COc1cc(CNCCCN2CCOCC2)cc(Br)c1OCc1ccc(Cl)cc1
 : 2, -3, 14, -9, 6.6, -8, 7.2, 59*, 17
> O=C(c1cc(-c2cccc3ccccc23)nc2ccccc12)N1CCN(CCO)CC1
 : 54*, -16, 9.1, -6, 0.9, -8, 0.8, ., 5
> O=c1[nH]c(N2CCCCC2)nc2ncn(Cc3ccccc3)c12
 : -8, -10, 0.3, -5, -0.4, 6, -1.1, -10, -16
> COc1ccc(/C=C/C(=O)OCC(=O)c2ccc[nH]2)cc1
 : -19, 5, 3.4, -9, 4.2, -24, 1.3, ., 16
> O=C(O)c1c(C(=O)N2N=C3/C(=C/c4ccccc4)CCCC3C2c2ccccc2)cccc1[N+](=O)[O-] (stereo not drawn)
 : -38, -10, 0.8, -11, 0.4, -9, -0.3, 9, 10
> O=C(NCc1ccccc1)C1CCC(=O)N(CCCN2CCCC2=O)C1 (stereo not drawn)
 : 4, 6, 0.5, -1, 0.3, -12, 1.3, 8, 4
> CC(C)CNC(=O)CCCSc1nc2ccccc2[nH]1
 : 11, -17, -0.6, -19, -0.5, -1, -1.9, -7, 9
> CS(=O)(=O)N(CC(=O)N1CCOCC1)c1ccccc1Br
 : -22, ., 1.7, ., ., -15, ., -10, 15
> Cc1ccc(OCCN2CCC2(C)C(=O)Nc2ccc3c(c2)OCO3)cc1 (stereo not drawn)
 : -33, ., -0.3, ., ., -14, ., ., 19
> C=CCc1cc(Cl)ccc1OCCCn1ccnc1
 : 11, -18, 1.7, 7, -0.3, -16, -0.5, -13, 28
> CCCCC(Br)C(=O)Nc1ccc(S(=O)(=O)Nc2cc(C)nc(C)n2)cc1 (stereo not drawn)
 : -7, 0, 0.3, -13, 0.9, -8, 0.1, -7, -5
> COC(=O)c1ccc(C(=O)N(Cc2ccccc2)c2ccccc2)cc1
 : -34, -21, -0.9, -13, 1.3, -9, -0.6, -7, 1
> COc1ccc(-c2ccc3oc(-c4ccc(OC)cc4)c(C#CCO)c3c2)cc1
 : 42, -2, 0.3, -8, -0.2, -11, -0.7, ., 5
> COc1cc(C=O)ccc1OCCOCCOc1ccc(Cl)cc1
 : -9, -11, 0.6, -8, -0.5, 0, -0.9, -4, 8
> COc1cc(CC(=O)OCC(=O)Nc2ccc(S(=O)(=O)N3CCCC3)cc2)cc(OC)c1OC
 : 1, -24, 1.1, -7, 1.2, -5, 0.9, -3, 5
> O=C(COc1ccccc1)NCC(c1ccco1)N1CCN(c2ccccc2)CC1 (stereo not drawn)
 : -25, -15, -0.4, 2, -1.5, -5, -0.9, ., -3
> Cc1csc(NC(=O)CSc2nnc(NC(=O)C3CC(=O)N(c4ccccc4)C3)s2)n1 (stereo not drawn)
 : -3, 6, 2.0, -13, -0.3, 13, -0.1, -12, 9
> CC1(c2cccc3ccccc23)OC(=O)c2ccccc21 (stereo not drawn)
 : -14, ., -0.2, ., ., -8, ., ., 3
> C[C@H](NC(=O)c1ccc(Cl)cc1)C(=O)OCn1nnc2ccccc2c1=O
 : -19, -23, 0.9, 2, 0.6, -9, -1.1, ., 10
> COC(=O)C1=CN(C2CC2)C=C(C(=O)OC)C1c1ccc(C(F)(F)F)cc1
 : 8, -14, 0.3, -4, -0.4, 4, -2.3, -6, 4
> CCn1c(SCC(=O)N2CCCc3ccccc32)nnc1-c1ccoc1C
 : 7, -16, 0.5, -8, -0.7, -11, -0.1, -8, 12
> Cc1cc(C)nc(Nc2ncc(O)n2-c2ccccc2)n1
 : -5, -4, 0.6, -9, 1.9, 6, 0.1, 9, -4
> O=C1[C@H]2[C@@H](c3ccc(C(F)(F)F)cc3)N[C@]3(CCCN(Cc4ccc(Cl)cc4)C3=O)[C@H]2C(=O)N1Cc1ccccc1
 : -38, ., 1.6, ., ., -11, ., ., 20
> O=S(=O)(c1ccc(Cl)s1)N1CCCCC1
 : -9, -4, 0.0, -16, -0.3, -13, -2.8, -5, 20
> CC1CCCCC1NC(=O)COC(=O)C12CC3CC(CC(Cl)(C3)C1)C2 (stereo not drawn)
 : -3, -14, 9.0, -8, -1.9, 0, -2.6, -1, 12
> OC(COc1ccc2c(c1)OCO2)CN1CCCCC1 (stereo not drawn)
 : 15, -6, 0.6, -4, 0.5, -17, 0.5, -8, 13
> CC1(NC(=O)Cc2csc(-c3cccc(Cl)c3)n2)CCS(=O)(=O)C1 (stereo not drawn)
 : -25, -1, 0.6, 1, 1.0, -7, 1.3, ., -3
> CCN1CCN(C(c2cccs2)C(C)NC(=O)c2ccco2)CC1 (stereo not drawn)
 : 19, -3, -0.3, -1, 3.8, -10, -0.2, -4, 1
> CCCNC(=O)Cc1c(C)oc2ccccc12
 : 2, -8, -0.1, 1, -0.7, 11, -0.2, -12, -17
> CCOC(=O)C1=C(C)NC2=C(C(=O)C(C(=O)OCC)C(c3ccc(OC)cc3)C2)C1c1ccccn1 (stereo not drawn)
 : 18, -19, 0.9, 0, 0.7, -6, -0.1, -6, 6
> CCCCOc1ccc(/C=C/C(=O)Nc2ccc(C(N)=O)cc2)cc1
 : -5, 5, -0.5, -6, -0.3, 15, 0.2, -2, -10
> Cc1ccccc1C(=O)Nc1cccc(NC(=O)c2ccc(-c3ccc(Br)cc3)o2)c1
 : 42, -33, -0.1, -13, -0.9, 5, 0.3, 6, 1
> O=C1/C(=C/c2ccco2)SC(=S)N1CCC(=O)N1CCCCC1CCO (stereo not drawn)
 : -6, -29, 8.2, -4, 4.2, 3, 2.3, 5, 6
> S=C(NCc1cccnc1)Nc1ccc(Oc2ccc(Cl)cc2)cc1
 : 9, 29, 7.1, -20, 8.7, 8, 9.0, -7, -2
> CC(C)OP(=O)(OC(C)C)C(Nc1cccc(C(=O)O)c1)c1ccccc1 (stereo not drawn)
 : ., 2, 0.0, -2, 0.7, -15, -0.8, -14, 17
> CC(C)NC(=O)c1cc(C2CCCCN2S(=O)(=O)c2cccs2)on1 (stereo not drawn)
 : -15, ., 0.3, ., ., 8, ., ., -11
> CS(=O)(=O)NCCCNc1c(Cl)cccc1[N+](=O)[O-]
 : -8, -9, -0.1, -3, 0.5, -10, 0.6, 3, 12
> COc1cccc(NC(=O)CCCn2nc(C)c3c(C)n(-c4ccccc4)nc3c2=O)c1
 : -38, -35, -1.1, 2, -1.4, -2, -1.7, -10, -6
> O=C(COC(=O)Cc1ccccc1F)Nc1cccc(S(=O)(=O)NC2=NCCCCC2)c1
 : 25, -5, 1.0, -5, 0.1, -3, -0.5, -7, 0
> Cc1ccccc1CCNC(=O)Cn1ccc2cc(S(=O)(=O)N3CCCC3)ccc21
 : -13, -16, 1.4, -11, 0.1, 4, -0.4, 4, 12
> O=C(Nc1ccc2oc(=O)ccc2c1)c1ccco1
 : -15, 4, 0.1, -12, -0.8, 0, 0.0, -13, 6
> Cc1nn(-c2ccccc2C(=O)O)c(=O)c2ccccc12
 : -13, -2, 0.4, -5, -0.1, -10, 4.0, -8, -6
> O=c1cc(-c2ccccc2)nc2nc(COc3ccccc3)[nH]n12
 : 15, -4, -0.2, -13, 0.2, -11, -0.7, -8, 8
> CCOc1ccc(NC(=O)c2nnn(CC(=O)Nc3ccccc3OC)c2N)cc1
 : -3, -6, 0.8, -15, 0.7, -6, -0.6, -12, 19
> COc1cc(NC(=O)CSc2nnc(-c3cc(C)on3)o2)cc(OC)c1
 : -1, -7, -0.6, -14, -0.3, -8, -0.4, -2, 0
> O=C(O)c1ccc(C2CCCCC2)cn1
 : 0, -5, 0.3, -10, -0.1, -7, 1.1, -13, -9
> COC(=O)c1c(-c2cccc(C)c2)csc1NC(=O)C1CCCO1 (stereo not drawn)
 : -8, -33, 0.5, -11, -0.3, -22, -2.8, -10, -4
> Cc1ccc(NC(=O)CN2CCC3(O)CCCCC3C2c2ccc3c(c2)OCO3)c(C)c1 (stereo not drawn)
 : 14, -22, 5.2, -6, 15, -16, -0.8, 22*, 16
> O=C1NC[C@H](CCCCN2C[C@H](Cc3ccc(O)cc3)N(CCc3ccccc3)C(=O)C2=O)N(CCC2CCCCC2)C1=O
 : -23, ., -0.1, ., ., -9, ., ., -13

Screening results: PubChem BioAssay, The Scripps Research Institute Molecular Screening Center
